HDAC3 inh: blocks human histone deacetylase 3; O15379; recombinant HDAC3, fluorogenic peptide/trypsin coupled, fluorescence; inhibition, % at 8.3 µM; 320,000 compounds, 0.15% hits; AID 2718; in the data active = inhibition above about 26%, passing the limit was not always enough
Target sequence (O15379 whole entry, looked up): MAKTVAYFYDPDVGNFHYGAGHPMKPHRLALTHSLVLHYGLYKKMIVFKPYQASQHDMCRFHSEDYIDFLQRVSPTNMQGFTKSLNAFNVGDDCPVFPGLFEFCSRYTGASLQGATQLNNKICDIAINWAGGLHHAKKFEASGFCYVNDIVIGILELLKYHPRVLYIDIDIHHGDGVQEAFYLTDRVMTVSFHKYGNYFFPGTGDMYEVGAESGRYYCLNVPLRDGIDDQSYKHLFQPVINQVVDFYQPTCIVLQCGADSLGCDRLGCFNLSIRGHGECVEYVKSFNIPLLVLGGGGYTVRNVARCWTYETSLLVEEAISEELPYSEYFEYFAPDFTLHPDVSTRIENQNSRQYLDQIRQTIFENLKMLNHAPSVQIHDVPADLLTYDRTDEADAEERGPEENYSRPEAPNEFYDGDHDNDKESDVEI
GSK3 alpha inh: blocks human GSK-3 alpha kinase; 320,000 compounds, 0.1% hits; inhibition, % at 10 µM; ADP-Glo luminescence, 60 min;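 in the data active = inhibition above about 50%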;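 note: GST-tagged GSK-3 alpha with peptide substrate and 25 µM ATP; 0% = DMSO neutral wells and 100% = GW8510 positive control wells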
Target sequence (P49840 whole entry, looked up): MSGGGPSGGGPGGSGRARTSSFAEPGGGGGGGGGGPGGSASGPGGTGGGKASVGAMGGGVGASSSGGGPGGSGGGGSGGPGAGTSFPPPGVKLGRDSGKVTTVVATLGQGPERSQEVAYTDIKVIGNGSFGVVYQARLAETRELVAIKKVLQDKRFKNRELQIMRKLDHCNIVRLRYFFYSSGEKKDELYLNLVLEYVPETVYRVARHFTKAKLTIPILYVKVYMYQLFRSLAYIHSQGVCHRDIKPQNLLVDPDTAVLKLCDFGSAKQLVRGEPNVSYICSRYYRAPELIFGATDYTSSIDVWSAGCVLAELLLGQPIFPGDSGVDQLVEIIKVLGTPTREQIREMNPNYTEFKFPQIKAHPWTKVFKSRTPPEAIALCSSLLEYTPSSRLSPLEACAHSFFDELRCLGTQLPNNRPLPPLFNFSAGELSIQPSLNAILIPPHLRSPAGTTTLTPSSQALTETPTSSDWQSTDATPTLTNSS
The depositor's hits bear a star. Some of the compounds tested; the hit share may differ from the screen's.

SMILES	HDAC3 inh	GSK3 alpha inh
Cc1ccc(S(=O)(=O)N2CCCN(C(=O)c3ccc(-n4cccn4)cc3)CC2)cc1	0	2
Cc1ccc2c(Cl)cc(Cl)c(OCC(=O)N3CCOCC3)c2n1	-8	-1
CC(C)CN(C(=O)CSc1n[nH]c(-c2cccs2)n1)C1CCS(=O)(=O)C1 (stereo unspecified)	-5	-8
Cc1ccc(-c2nn(-c3ccccc3)cc2C(=O)N2CCN(C3CCS(=O)(=O)C3)CC2)cc1 (stereo unspecified)	2	-2
Cc1cc(C)cc(NC(=O)CN2C(=O)NC(Cc3c[nH]c4ccccc34)C2=O)c1 (stereo unspecified)	6	-2
Cc1ccc(NC(=O)CN2c3cccc4cccc(c34)S2(=O)=O)cc1	-2	-6
C[C@H](CO)N1C[C@H](C)[C@@H](CN(C)C(=O)Nc2ccccc2)Oc2c(NS(=O)(=O)c3ccccc3)cccc2C1=O	4	-2
CCCCN(C(=O)CSc1nnc(-c2ccccc2)o1)c1c(N)n(CCC)c(=O)[nH]c1=O	2	-3
CC(=O)c1c(OCC(=O)N(C)C2CCCCC2)ccc2c(C)cc(=O)oc12	16	-2
COc1ccc(OCCCC(=O)ON=C(N)c2ccccc2C)cc1	-1	-1
CC(=O)c1cccc(S(=O)(=O)N2CCn3cccc3C2C)c1 (stereo unspecified)	-7	1
COc1ccc(OC)c(/C=C/C(=O)OCC(=O)NCc2cccs2)c1	-2	7
COc1ccc(C(=O)NCC(=O)OCCOc2ccc(Cl)cc2)cc1OC	2	0
Cc1cc(NC(=O)COC(=O)c2ccc(C)c(C)c2)no1	0	-1
COCCn1cnnc1SCC(=O)Nc1cccc(S(=O)(=O)N2CCCCC2)c1	2	-2
Cc1nc(NC(=O)COC(=O)[C@@H](NC(=O)c2ccco2)C(C)C)c(Cl)cc1Cl	-2	-4
O=C(COC(=O)C1COc2ccccc2O1)Nc1cccc(Cl)c1 (stereo unspecified)	5	1
CCn1nnnc1SCC(=O)N1CCN(Cc2ccc3c(c2)OCCO3)CC1	-8	9
Cc1ccc(NC(=O)COC(=O)c2cccc(OC(F)F)c2)cc1S(=O)(=O)N1CCCCC1	8	-1
Cc1cccc(C(=O)NCC(=O)N(C)Cc2nc3ccccc3c(=O)[nH]2)c1	2	0
O=C(CSC(=O)c1ccccc1)Nc1ccccc1F	10	0
CC1CCN(C(=O)COC(=O)COc2ccccc2C#N)CC1	-2	0
NS(=O)(=O)c1ccc(CCNC(=O)COC(=O)Cc2ccc([N+](=O)[O-])cc2)cc1	10	0
N#Cc1ccc(S(=O)(=O)N2CCN(CC(=O)Nc3ccccc3C(=O)NC3CC3)CC2)cc1	-2	4
NC(=O)c1ccsc1NC(=O)c1ccc([N+](=O)[O-])o1	2	7

Not a retest: two of the compounds above.
SMILES	HDAC3 inh	GSK3 alpha inh
Cc1ccc(S(=O)(=O)N2CCCN(C(=O)c3ccc(-n4cccn4)cc3)CC2)cc1	0	2
Cc1ccc2c(Cl)cc(Cl)c(OCC(=O)N3CCOCC3)c2n1	-8	-1

Following part.
SMILES	HDAC3 inh	GSK3 alpha inh
O=C(COC(=O)/C=C/c1ccc(Br)o1)NC1CCCCC1	4	2
CCOc1ccc(S(=O)(=O)N2CCCCC2)cc1NC(=O)Cc1ccccc1	1	5
O=C(COC(=O)Cc1ccc([N+](=O)[O-])cc1)NC1CCCCCC1	0	-1
CC(C)=CCC/C(C)=C/CNC(=O)CC1C[C@H](C(=O)N(C(C)C)C(C)C)[C@@]2(C)c3[nH]c4ccccc4c3CCN2C1=O (stereo partly specified)	-3	1
C=C1C(O)[C@@H]2O[C@]3(CC[C@H](/C=C/C(C)[C@@H]4CC(C)=CC5(O[C@H](C[C@@](C)(O)CO)CCC5O)O4)O3)CC[C@H]2O[C@@H]1C(O)CC(C)[C@H]1OC2(CCCCO2)CCC1C (stereo partly specified)	0	1
COc1ccc(C(=O)COC(=O)CNC(=O)c2ccccc2)cc1F	-7	-1
N/C(=N\OCC(=O)Nc1ccc(F)c(Cl)c1)c1ccccc1	-1	-4
CCOC(=O)C1=C(COC(=O)CCOc2cc(C)ccc2C)NC(=O)NC1C (stereo unspecified)	2	1
COc1ccc(C(=O)OCC(=O)NC2CC2)cc1F	5	-2
CCCCC/C=C\C/C=C\C/C=C\C/C=C\CCCC(=O)O	4	-3
CN(CC(=O)NC(=O)NC1CCCCC1)CC(=O)Nc1ccc(OC(F)(F)F)cc1	21	-4
CC1CN(S(=O)(=O)c2cccc(C(=O)NCc3ccccn3)c2)CC(C)O1 (stereo unspecified)	-3	0
CC(C)c1ccccc1NC(=S)NC(=O)C1CCCCC1	5	2
COc1ccc(-c2csc(NC(=O)CCNC(=O)c3ccco3)n2)cc1OC	-1	0
O=C(CNc1cc([N+](=O)[O-])ccc1NCCO)Nc1cccc(S(=O)(=O)N2CCCCC2)c1	3	1
O=C(COC(=O)C1CC2CCCC(C1)C2=O)c1cccc(Br)c1 (stereo unspecified)	0	0
Cc1ccc(N)c([N+](=O)[O-])c1	1	-5
O=C(Nc1cc(S(=O)(=O)N2CCCCCC2)ccc1OCC(F)(F)F)c1cnccn1	-4	6
N#CCCN(C(=S)NC(=O)C1CCCCC1)c1ccccc1F	-3	-4
CCCCC(CC)COC(=O)CCCCC(=O)OCC(CC)CCCC (stereo unspecified)	-1	-6
CCCOc1ccc(C(=O)Nc2ccc(S(=O)(=O)N3C[C@@H]4C[C@@H](C3)c3cccc(=O)n3C4)cc2)cc1	2	0
CCN(CC(=O)Nc1c(F)cccc1F)C(=O)c1cccc(S(=O)(=O)N2CCCCCC2)c1	2	0
Cc1ccc(NC(=O)CN(C)C(=O)c2ccc(Sc3nncn3C)c([N+](=O)[O-])c2)cc1	-10	-4
COc1cc(CC(=O)N(CC(C)C)C2CCS(=O)(=O)C2)cc(OC)c1OC (stereo unspecified)	2	5
CC1CC1C(=O)N1CCN(S(=O)(=O)c2cc(C(F)(F)F)cc(C(F)(F)F)c2)CC1 (stereo unspecified)	1	3

19 neighbouring records from above, quoted:
SMILES	HDAC3 inh	GSK3 alpha inh
O=C(COC(=O)/C=C/c1ccc(Br)o1)NC1CCCCC1	4	2
CCOc1ccc(S(=O)(=O)N2CCCCC2)cc1NC(=O)Cc1ccccc1	1	5
O=C(COC(=O)Cc1ccc([N+](=O)[O-])cc1)NC1CCCCCC1	0	-1
CC(C)=CCC/C(C)=C/CNC(=O)CC1C[C@H](C(=O)N(C(C)C)C(C)C)[C@@]2(C)c3[nH]c4ccccc4c3CCN2C1=O (stereo partly specified)	-3	1
C=C1C(O)[C@@H]2O[C@]3(CC[C@H](/C=C/C(C)[C@@H]4CC(C)=CC5(O[C@H](C[C@@](C)(O)CO)CCC5O)O4)O3)CC[C@H]2O[C@@H]1C(O)CC(C)[C@H]1OC2(CCCCO2)CCC1C (stereo partly specified)	0	1
COc1ccc(C(=O)COC(=O)CNC(=O)c2ccccc2)cc1F	-7	-1
N/C(=N\OCC(=O)Nc1ccc(F)c(Cl)c1)c1ccccc1	-1	-4
CCOC(=O)C1=C(COC(=O)CCOc2cc(C)ccc2C)NC(=O)NC1C (stereo unspecified)	2	1
COc1ccc(C(=O)OCC(=O)NC2CC2)cc1F	5	-2
CCCCC/C=C\C/C=C\C/C=C\C/C=C\CCCC(=O)O	4	-3
CN(CC(=O)NC(=O)NC1CCCCC1)CC(=O)Nc1ccc(OC(F)(F)F)cc1	21	-4
CC1CN(S(=O)(=O)c2cccc(C(=O)NCc3ccccn3)c2)CC(C)O1 (stereo unspecified)	-3	0
CC(C)c1ccccc1NC(=S)NC(=O)C1CCCCC1	5	2
COc1ccc(-c2csc(NC(=O)CCNC(=O)c3ccco3)n2)cc1OC	-1	0
O=C(CNc1cc([N+](=O)[O-])ccc1NCCO)Nc1cccc(S(=O)(=O)N2CCCCC2)c1	3	1
O=C(COC(=O)C1CC2CCCC(C1)C2=O)c1cccc(Br)c1 (stereo unspecified)	0	0
Cc1ccc(N)c([N+](=O)[O-])c1	1	-5
O=C(Nc1cc(S(=O)(=O)N2CCCCCC2)ccc1OCC(F)(F)F)c1cnccn1	-4	6
N#CCCN(C(=S)NC(=O)C1CCCCC1)c1ccccc1F	-3	-4

Other results:
SMILES	HDAC3 inh	GSK3 alpha inh
O=C(C1=COCCO1)N(Cc1nnc(-c2ccccc2Cl)o1)C1CC1	-5	1
CC(C)C(NC(=O)CCNC(=O)c1ccc([N+](=O)[O-])cc1)c1nc2ccccc2[nH]1 (stereo unspecified)	-1	-2
CCNc1nnc(SCC(=O)c2c(N)n(C3CC3)c(=O)[nH]c2=O)s1	-3	8
NC(=O)C1CCN(c2oc(-c3cccs3)nc2S(=O)(=O)c2ccc(Cl)cc2)CC1	11	-4
COc1ccc(NC(=O)CN2CCCC2c2cccs2)cc1S(=O)(=O)N1CCCCC1 (stereo unspecified)	1	-32
Cc1ccc2c(CC(=O)NCC3(N4CCOCC4)CCCCC3)coc2c1C	1	1
Cc1ccccc1C(=O)NCC(=O)N1CCN(C/C=C/c2ccccc2)CC1	16	-4
Cc1ccc(C)c(NC(=O)COC(=O)c2nn(C)c(=O)c3ccccc23)c1	7	0
CCOc1ncccc1C(=O)NNC(=O)c1cccc(S(=O)(=O)N2CCOCC2)c1	1	2
COc1ccc(NC(=O)COC(=O)CCc2ccc(S(=O)(=O)N3CCOCC3)cc2)cc1Cl	5	-4
COc1cccc(NC(=O)CN(C)CC(=O)NCc2ccc(F)cc2)c1	0	-7
O=C(COC(=O)COc1ccc(Cl)cc1Cl)NC1CCCCCC1	5	0
COc1ccc(S(=O)(=O)N2CCN(C(=O)c3cc(C)oc3C)CC2)cc1OC	1	-2
COc1ccc(C(=O)N2CCN(c3ccc(F)cc3)CC2)cc1S(=O)(=O)NC1CC1	0	1
O=C(COC(=O)/C=C/c1ccc(Cl)c(Cl)c1)NC1CCCC1	4	1
C#CCOCCOCCOCCNc1nc(N2CCN(C(=O)[C@H](CCCCN)n3cc([C@@H](N)C(C)CC)nn3)CC2)nc(N2CCN(C(=O)[C@H](Cc3cc4ccccc4[nH]3)n3cc([C@@H](N)C(C)CC)nn3)CC2)n1 (stereo partly specified)	7	24
CCCN(CC1CC1)C(=O)COC(=O)c1oc2c(F)cccc2c1C	-4	0
COc1ccc(C(=O)NCc2ccco2)cc1S(=O)(=O)NC1CC1	0	-3
CC(NC(=O)C1CCN(C(=O)Nc2ccccc2)CC1)c1ccc(Cl)cc1 (stereo unspecified)	-1	-22
Cc1cccc(NC(=O)CNC(=O)COC(=O)c2ccco2)c1C	-5	1
O=C(CNS(=O)(=O)c1ccc2c(c1)OCCCO2)N1CCN(c2ccc(F)cc2)CC1	-2	14
O=C(COC(=O)c1ccncc1)Nc1ccc2c(c1)OCO2	-2	0
COc1cccc(-c2nn(-c3ccc(C)cc3)cc2C(=O)N(C)CC(=O)Nc2cccc(F)c2)c1	16	4
CCNC(=O)Cc1ccc(S(=O)(=O)N2CCOCC2)s1	-6	-5
NS(=O)(=O)c1ccc(CCNC(=O)CN2CCN(S(=O)(=O)c3ccccc3F)CC2)cc1	-1	-3
SMILES	HDAC3 inh	GSK3 alpha inh
CCN1CCN(c2ccc(S(=O)(=O)N3CCOCC3)cc2NC(=O)CC(C)C)CC1	0	-1
COc1ccccc1[N+](=O)[O-]	-4	-2
CCOc1ncccc1C(=O)N(CCC(C)C)c1c(N)n(Cc2ccccc2)c(=O)[nH]c1=O	5	-3
O=C(Cc1cccs1)N1CCN(S(=O)(=O)c2ccc(Cl)c(C(F)(F)F)c2)CC1	9	-1
Cc1ccc(C(=O)Nc2cccc(S(=O)(=O)N3CCCC3)c2)o1	-7	0
CC[C@]12c3[nH]c4ccccc4c3CCN1C(=O)C(CC(=O)NCCCn1ccnc1)C[C@@H]2C(=O)N1CCN(C(=O)c2ccco2)CC1 (stereo partly specified)	-1	-2
Cc1ccc(S(=O)(=O)N(C)CC(=O)NNC(=O)Cc2ccccc2F)cc1	3	5
COc1ccc(C(=O)OCc2ccccc2F)cc1S(=O)(=O)N1CCCC1	3	-1
CC(OC(=O)c1ccc(Cl)nc1)C(=O)NC1CCCC1 (stereo unspecified)	-8	-3
CC(C)(CNS(=O)(=O)c1ccc(Br)s1)N1CCOCC1	-2	1
COc1ccccc1NC(=O)C(C)Sc1nnc2ccccn12 (stereo unspecified)	-1	-3
CCOc1ccc(S(=O)(=O)NCCC(=O)N(C)Cc2cccs2)cc1	0	2
CCCOc1ccc(C(F)(F)F)cc1NC(=O)C1CC(=O)N(Cc2ccco2)C1 (stereo unspecified)	3	-2
COc1ccc(S(=O)(=O)N2CCCCC2)cc1NC(=O)CCCNC(=O)c1ccc(Cl)cc1	2	-4
CC1CCC(NC(=O)CN(C)CC(=O)Nc2ccc(F)cc2)CC1 (stereo unspecified)	-8	-2
O=C(C[C@@H]1C/C=C\C[C@@H](NC(=O)OCC2c3ccccc3-c3ccccc32)C(=O)OCCNC1=O)N[C@@H](CO)Cc1ccccc1	-7	-2
CCN(CC)C(=O)c1nc[nH]c1C(=O)N(C)Cc1ccccc1	4	-4
O=C(O)CCCCCCCCCCCNC(=O)NC12CC3CC(CC(C3)C1)C2	0	-2
Cc1ccc(C)c(C(=O)CCC(=O)NNC(=O)c2cccs2)c1	-2	-3
CCN(C[C@H]1N[C@@](CC)(C(=O)OC)[C@H]2C(=O)N(Cc3ccccc3)C(=O)[C@@H]12)C(=O)Nc1ccc(C(F)(F)F)cc1	0	0
CC(=NNC(=O)c1cccs1)c1ccc2c(c1)OCCO2	-3	-1
Cc1noc(C)c1COc1ccccc1C(=O)N1CCN(c2cccc(Cl)c2)CC1	7	-1
CC(C)c1ccc(C2(C)NC(=O)N(CC(=O)NC3(C#N)CCCC3)C2=O)cc1 (stereo unspecified)	-4	-2
CCN(CC)S(=O)(=O)c1ccc(N2CCOCC2)c(NC(=O)c2ccc(=O)n(C)n2)c1	2	-3
O=C(/C=C/c1ccco1)OCC(=O)N1CCCCC1	10	-3
COc1ccc(Cl)cc1C(=O)NNC(=O)COC(=O)c1cccs1	-9	-6
CCc1ccc(N2CC(C(=O)OCC(=O)Nc3ccc(C(C)=O)cc3)CC2=O)cc1 (stereo unspecified)	6	-2

Screening data from PubChem BioAssay.
